GCN5L2 inh – qHTS Assay for Inhibitors of GCN5L2 | Histone acetyltransferase KAT2A (Homo sapiens), Q92830 | GCN5L2 HAT assay, ThioGlo1 CoA-SH fluorescence | Potency, µM (titrated, usually from 58.9 µM), inactives show top-dose activity change, negative = inhibition, usual class: inhibitors | 0.21% of 390,000 active
Target sequence (Q92830 whole entry, looked up): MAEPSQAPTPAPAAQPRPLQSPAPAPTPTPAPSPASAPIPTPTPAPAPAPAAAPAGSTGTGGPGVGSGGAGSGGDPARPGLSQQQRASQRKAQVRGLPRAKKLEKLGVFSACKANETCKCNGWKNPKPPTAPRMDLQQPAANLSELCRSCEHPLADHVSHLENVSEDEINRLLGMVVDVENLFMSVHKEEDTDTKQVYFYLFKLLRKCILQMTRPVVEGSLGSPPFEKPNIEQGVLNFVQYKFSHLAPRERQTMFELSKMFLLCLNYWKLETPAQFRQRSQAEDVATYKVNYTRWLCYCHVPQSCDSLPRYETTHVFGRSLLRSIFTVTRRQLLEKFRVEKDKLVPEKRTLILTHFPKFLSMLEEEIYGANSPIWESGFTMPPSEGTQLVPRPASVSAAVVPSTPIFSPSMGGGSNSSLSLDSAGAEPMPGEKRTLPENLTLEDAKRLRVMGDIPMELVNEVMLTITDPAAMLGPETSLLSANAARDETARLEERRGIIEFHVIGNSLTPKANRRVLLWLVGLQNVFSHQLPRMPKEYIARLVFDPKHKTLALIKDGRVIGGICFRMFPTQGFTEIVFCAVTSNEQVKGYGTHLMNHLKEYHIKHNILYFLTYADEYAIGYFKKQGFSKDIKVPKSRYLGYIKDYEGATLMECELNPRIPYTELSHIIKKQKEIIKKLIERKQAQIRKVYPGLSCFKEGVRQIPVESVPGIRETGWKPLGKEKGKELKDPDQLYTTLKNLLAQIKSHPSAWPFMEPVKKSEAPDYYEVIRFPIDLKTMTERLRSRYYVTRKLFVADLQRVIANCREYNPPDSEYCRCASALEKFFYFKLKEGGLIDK
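qHTS, 1536-well. 20nM enzyme, pH 7.5 HEPES/EDTA/Tween-20 buffer; 15 min compound preinc., RT. Start: 75uM H3(1-25), 70uM AcCoA, 50uM ThioGlo1. Read Ex340/Em540 at t=0 (autofluorescence flag) and t=20 min.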
DT40 TDP1 no CPT – qHTS for Inhibitors of human tyrosyl-DNA phosphodiesterase 1 (TDP1): qHTS in cells in absence of CPT; Potency, µM (doses to about 46.2 µM), inactives show at the highest dose activity change, negative = growth inhibition, actives largely listed as inhibitors; 15% of 420,000 active; DT40 Tdp1-/- hTDP1 cells, no CPT, ATP luminescence, 48 h; AID 686978, 2013; note: nearly all actives have a fitted effect of over 55% in size
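Cells were dispensed at 400 per well, compounds added by pin tool, plates incubated ≥48 hr at 37 °C, then CellTiter-Glo added for 30 min at room temperature before luminescence reading. Line: DT40 Tdp1-/- complemented with hTDP1; camptothecin omitted.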
TDP1 inh – qHTS Assay for Inhibitors of Tyrosyl-DNA Phosphodiesterase (TDP1); recombinant TDP1, AlphaScreen DNA substrate cleavage; Potency, µM (doses to about 130 µM), inactives show at the top dose activity change, negative = inhibition, hits mostly inhibitors; 0.28% of 350,000 active; AID 485290, 2010; note: nearly all actives have a fitted effect of over 40% in size
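Signal: AlphaScreen proximity between streptavidin donor and anti-FITC acceptor beads on intact substrate. Reaction: Tdp1 1 nM, substrate 15 nM final, 5 min RT after 15 min compound preincubation.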
An asterisk follows results filed as active; ? = inconclusive; / = not tested or not shown; & = joins results of further samples; [ ] = dose if it differs, or a comment. Calls come from the whole dose curve; as a rule, active = well fitted curve in the direction sought with a large enough effect; inconclusive = small, poorly fitted or top-dose-only effect, or another doubt; inactive = no such curve, though single readings can be large; an effect the other way counts as inactive or inconclusive. % is set by controls: 0 for no effect and ±100 for the full control effect; potency is the fitted concentration of half-maximal effect. Not all compounds are listed; count on the stated rates, not on these rows.

canonical_smiles	TDP1 inh	GCN5L2 inh	DT40 TDP1 no CPT
Cc1cccc(C)c1NC(=O)CSc1nnc(C2CCCCC2)o1	9%	-1%	-17%
Cc1nc(N2CCN(C(=O)c3ccco3)CC2)c2c3c(sc2n1)CC(C)CC3 (centres undefined)	5%	-16%	16µM*
CCOC(=O)c1cccc(NC(=O)c2ccc3snnc3c2)c1	0%	-4%	18µM*
O=C(NNC(=O)c1cccnc1SCc1cccc([N+](=O)[O-])c1)c1ccc(F)cc1	-1%	-9%	12µM*
COc1cc(-c2cc(C(=O)Nc3ccncc3)c3ccccc3n2)cc(OC)c1OC	3%	-4%	1.3µM*
CC(C(=O)NCc1cccs1)n1cccc1 (centres undefined)	4%	2%	-1%
CCC(OC(=O)CNS(=O)(=O)c1ccccc1)C(=O)c1ccccc1 (centres undefined)	5%	-3%	-24%
CCOC(=O)C1CCCN(S(=O)(=O)c2cnc(Cl)c(Br)c2)C1 (centres undefined)	6%	-5%	?
O=C(CCC(=O)N1CCSc2ccccc21)Nc1cccc(F)c1	/	1%	?
Cc1cc(C)c2c(-n3cccc3)nn(CC#N)c2n1	1%	-3%	-29%
CO/N=C(\c1ccccc1)c1cccnc1	1%	-10%	23%
CCCOc1ccc(-c2c(C(=O)N/N=C/c3cccnc3)nnn2-c2nonc2N)cc1	/	-10%	10%
Cc1cc2c(n1-c1ccc(C(=O)NCCc3ccc(Cl)cc3)cc1)CCCC2	9%	-2%	26µM*
CN(CCOc1ccccc1)CC(O)COc1ccccc1 (centres undefined)	7%[0.0935 µM]	-2%	?
Cc1cccc2c(C(=O)O)c3c(nc12)CCCCC3	3%	-11%	-11%
C[C@]12c3[nH]c4ccc(Cl)cc4c3CCN1C(=O)[C@@H](CC(=O)NCc1ccco1)C[C@@H]2C(=O)N1CCCCC1	3%[56.1 µM]	-13%	5.8µM*
Cc1c(NC(=O)COC(=O)COc2ccc(Nc3ccccc3)cc2)c(=O)n(-c2ccccc2)n1C	11%	-11%	?
CCC(Sc1ncccc1C(=O)OC(C)C)C(=O)N1CCOCC1 (centres undefined)	-5%	-3%	-17%
O=C(Nc1ccc(Cl)cc1)c1ccc2c(=O)n3c(nc2c1)CCCCC3	/	3%	?
CCOc1c2ccc(C(=O)NCc3cc(C(F)(F)F)cc(C(F)(F)F)c3)cc2nn1C	3%	-18%	-12%
COC(=O)C1=C(C)Nc2nnnn2C1c1ccco1 (centres undefined)	5%	-4%	-21%
N#CC1=C(N)OC2=C(C(=O)CCC2)C1c1cc2c(cc1Br)OCO2 (centres undefined)	/	-2%	-14%
COc1c2ccc(C(=O)NCCCCc3ccccc3)cc2nn1C	7%	0%	-18%
O=C(NCC1CCCO1)c1cc2ccccc2o1 (centres undefined)	3%	-5%	13%
CN(C)C(=O)c1ccc(NC(=O)c2cccc(S(=O)(=O)N3CCCCCC3)c2)cc1	0%	-1%	?
COc1ccccc1N1CCN(S(=O)(=O)c2c(C)sc3ncn(CC(=O)Nc4ccc(C(F)(F)F)cc4)c(=O)c23)CC1	3%	-6%	?
O=C(Nc1ccc2c(c1)OCCO2)C1CCCN1S(=O)(=O)c1cccc2cccnc12 (centres undefined)	0%	-7%	-14%
CCN(C(=S)Nc1ccccc1F)C1CCCCC1	-4%	-8%	23µM*
Cn1c(=O)cc(N2CCCCC2)[nH]c1=O	-3%	-3%	1%
CC(C)[C@H](NC(=O)c1ccc(C(C)(C)C)cc1)C(=O)N1CCN(Cc2ccc3c(c2)OCO3)CC1	5%	-14%	3.7µM*

Complete entries, looked up by structure. Values in the order: TDP1 inh | GCN5L2 inh | DT40 TDP1 no CPT
Entry for `O=C(Nc1ccc2c(c1)OCCO2)C1CCCN1S(=O)(=O)c1cccc2cccnc12` (centres undefined) → 0% | -7% | -14%
Entry for `COc1cc(-c2cc(C(=O)Nc3ccncc3)c3ccccc3n2)cc(OC)c1OC` → 3% | -4% | 1.3µM*
Entry for `Cc1cc2c(n1-c1ccc(C(=O)NCCc3ccc(Cl)cc3)cc1)CCCC2` → 9% | -2% | 26µM*
Entry for `CCC(OC(=O)CNS(=O)(=O)c1ccccc1)C(=O)c1ccccc1` (centres undefined) → 5% | -3% | -24%
Entry for `O=C(Nc1ccc(Cl)cc1)c1ccc2c(=O)n3c(nc2c1)CCCCC3` → / | 3% | ?

The results go on:
canonical_smiles	TDP1 inh	GCN5L2 inh	DT40 TDP1 no CPT
CCCCCCCCCCCCCCC[C@@H](O)[C@H](CO)NC(=O)CCCCCCC	7%&5%	-9%	0%[4.12 µM]
Cc1cccc(-c2nnc(SC(C)C(=O)N3CCOCC3)o2)c1 (centres undefined)	0%	-4%	3%
CCOC(=O)C1=NN(C(=O)COc2ccccc2)C(O)(c2ccc(Cl)cc2)C1 (centres undefined)	0%	-16%	-18%
COc1ccc(-c2csc(NC(=O)c3ccccc3C(=O)O)n2)cc1	3%	-2%	3%
S=C(Nc1ccccc1)c1ccccn1	8%	0%&-6%	0.92µM*
O=C(COC(=O)c1ccc(F)cc1)Nc1ccc(Cl)cn1	2%	-4%	-10%
Cc1cc(-c2nnc(CCC(=O)NCCc3ccccc3F)o2)no1	3%	-2%	-4%
O=C(CCCn1c(SCc2cc(=O)n3cc(Cl)ccc3n2)nc2ccccc2c1=O)NCC1CCCO1 (centres undefined)	/	-6%	?
O=C(CSCc1nc2ccccc2[nH]1)Nc1ccccc1	3%	-3%	2%
C=CCn1c(SCc2c(C(=O)OC)sc(N)c2C(=O)OC)nnc1-c1ccc(Br)cc1	-2%	1%	18µM*
CCC(C(=O)NC1CCCC1)N(C(=O)Cn1nnc(-c2ccc(C)o2)n1)c1cnc2ccccc2c1 (centres undefined)	0%	-1%	?
COC(=O)c1ccccc1NC(=S)NC(=O)c1cccc2ccccc12	8%	0%	?
COc1cccc(N2C(=O)Nc3ccccc3C2(O)C(=O)NCc2ccc3c(c2)OCO3)c1 (centres undefined)	0%	-8%	-6%
Cc1cccc(/C(N)=N/OC(=O)CCc2ccccc2)c1	/	-6%	-1%
O=C(Cc1cn(Cc2cccc(Cl)c2)c2ccccc12)N1CCCCCC1	2%	-12%	?
COc1ccccc1Nc1ncc2c(n1)CCN(Cc1ccc(C)s1)C2	4%	0%	-10%
COc1ccc(NC(=O)c2cc([N+](=O)[O-])nn2Cc2ccccc2)c(C)c1	7%	1%	?
Cc1ccc(C)c(N2CCN(C(=O)c3ccc4c(c3)N(Cc3ccc(F)cc3)C(=O)c3ccccc3S4=O)CC2)c1 (centres undefined)	9%	-4%	10µM*
Cc1cc(C(=O)CCC(=O)NNC(=O)c2ccccc2O)c(C)s1	7%[0.505 µM]	-1%	-28%
CC(C)(C)c1ccc(C(=O)NNC(=S)NCc2ccco2)cc1	10%	0%	23µM*
CCOC(=O)C1CCCN(C(=O)CN2C(=O)c3ccccc3S2(=O)=O)C1 (centres undefined)	0%	-6%	3%
CCn1nnnc1NCc1ccc(Cl)cc1	/	-2%	-16%
O=C(NCCSCc1ccccc1)c1cc(S(=O)(=O)N2CCOCC2)ccc1F	0%	2%	?
CCCCCCN(C(=O)CCCCCN1C(=O)NC(c2ccc(-c3ccccc3)cc2)C(C(=O)OCc2ccccc2)=C1C)C(C(=O)NCCCC)c1ccc(OCC(=O)OC)c(C(=O)OC)c1 (centres undefined)	1%	20%	/
Cc1ccc(S(=O)(=O)N(CC(=O)Nc2cccnc2)c2cccc(Br)c2)cc1	1%	-16%	16µM*
CC1(C)SC(=S)N(/N=C/c2ccccc2)C1N(O)C(=O)Nc1ccc([N+](=O)[O-])cc1 (centres undefined)	-6%	-7%	18µM*
Cc1cc(C(=O)Nc2ccc(S(=O)(=O)N3CCOCC3)cc2)ccc1[N+](=O)[O-]	/	-8%	?
O=C(Nc1cccc(F)c1)N1CC=C(c2ccc(Cl)cc2)CC1	-2%	-12%	?
COCCn1c(SCC(=O)NC2(C#N)CCCCC2)nc2ccccc2c1=O	2%	-5%	2%
Cc1ccc(-n2cc(CNCCN3CCOC3=O)c(-c3ccc(F)cc3)n2)cc1	4%	1%	?

Compounds above containing bromine, in the order listed:
canonical_smiles	TDP1 inh	GCN5L2 inh	DT40 TDP1 no CPT
CCOC(=O)C1CCCN(S(=O)(=O)c2cnc(Cl)c(Br)c2)C1 (centres undefined)	6%	-5%	?
N#CC1=C(N)OC2=C(C(=O)CCC2)C1c1cc2c(cc1Br)OCO2 (centres undefined)	/	-2%	-14%
C=CCn1c(SCc2c(C(=O)OC)sc(N)c2C(=O)OC)nnc1-c1ccc(Br)cc1	-2%	1%	18µM*
Cc1ccc(S(=O)(=O)N(CC(=O)Nc2cccnc2)c2cccc(Br)c2)cc1	1%	-16%	16µM*

More compounds:
canonical_smiles	TDP1 inh	GCN5L2 inh	DT40 TDP1 no CPT
O=c1c2ccccc2nc(-c2ccoc2)n1CCc1ccccc1	2%	-5%	6.5µM*
CCOC(=O)c1c(NC(=O)COc2cccc(C)c2C)sc2c1CCCCC2	0%[12.3 µM]	1%	-8%
CCCCNC(=O)C(CC)Sc1nnc(-c2cccc(F)c2)c(-c2cccc(F)c2)n1 (centres undefined)	5%	-2%	?
COc1ccc2[nH]cc(/C=C(/C#N)S(=O)(=O)c3ccccc3)c2c1	-4%	1%[0.501 µM]	?
COC(=O)C1CSc2[nH]c(=O)sc2C1c1ccc(O)c(OC)c1 (centres undefined)	-12%	-7%	-4%
CCOCCCNS(=O)(=O)c1ccc(Br)cc1	2%	3%	-4%
CC(CC(=O)Nc1ccc(F)cc1)S(=O)(=O)c1ccc2c(c1)NC(=O)CO2 (centres undefined)	3%	0%	18%
COc1ccc(-c2nc(CS(=O)CC(=O)NCCc3ccc(Cl)cc3)c(C)o2)cc1OC (centres undefined)	5%	-3%	?
COc1cc(CNCCc2ccccc2)ccc1OCc1ccc(Cl)nc1	4%	-5%	?
O=C(CSc1nc2ccccc2n1Cc1cccc(F)c1)N1CCN(c2ccc(F)cc2)CC1	4%	-4%	?
CC1NC(=O)NC1CCCCCC(=O)NCCc1ccccc1 (centres undefined)	13%	-23%	-9%
COc1ccc(/C=C/C(=O)NC(=S)NN2CCCCC2c2cccnc2)cc1 (centres undefined)	0%	-7%	-37%
O=C(Nc1cccc([N+](=O)[O-])c1)c1ccn[nH]1	2%	-4%	3%
COc1cc(NC(=O)Cn2c(C)cc3ccccc3c2=O)cc(OC)c1OC	6%&4%	1%&-3%	?
O=C(NCCc1csc(-c2ccc(F)cc2)n1)c1cccc(F)c1	3%	-7%	18µM*
O=C(CN1C(=O)C2CC=CCC2C1=O)OCc1cc(=O)n2cc(Br)ccc2n1 (centres undefined)	-3%	0%	-3%
CCOC(=O)/C(C#N)=N\Nc1cc(Cl)ccc1OC	-2%	-5%	?
O=C(Nc1ccc2c(c1)OCCO2)C(=O)c1c[nH]c2ccccc12	4%	-9%	?
COC(=O)c1ccc(CSc2nnc3n(Cc4ccccc4OC)c(=O)c4ccccc4n23)o1	5%	2%	?
COC(=O)c1ccccc1S(=O)(=O)Nc1ccc(OC)nc1	3%	-4%	20%
CC(C)C(=O)Nc1ccc(NC(=O)c2cccs2)cn1	2%	-8%	-25%
CCOC(=O)CC(=O)CSc1ccc2nnc(-c3cccc(F)c3)n2n1	7%	1%	-26%
O=C1/C(=C/c2cccnc2)Oc2cc(OS(=O)(=O)c3ccc(F)cc3)ccc21	8%	-10%[0.501 µM]	?
Cc1ccc(CN2CCN(Cc3nc4c(s3)CCCC4)CC2CCO)cc1 (centres undefined)	0%	-1%	?
Cc1onc(-c2ccccc2)c1C(=O)N(C)CCc1ccccn1	5%	2%	6%
COc1ccc(C(=O)N2CCCCCCC2)cc1OC1CCN(C(C)C)CC1	4%	-6%	0%
NNC(=O)c1cc2ccccc2cc1O	7%	-2%	?
O=C(c1ccccc1)c1ccccc1C(=O)N1CCN(Cc2ccccc2F)CC1	3%	-4%	?
CC(C)C(=O)Nc1c(-c2cccs2)c(=O)c2ccccc2n1C	0%	-8%	-7%
O=C(Cn1c(=O)oc2ccccc21)Nc1ccc2c(c1)OCCO2	4%	-5%	-5%
O=C1CC(N2CCN(Cc3ccccc3)CC2)C(=O)N1c1ccccc1 (centres undefined)	1%	-5%	-2%
